SKN-1 block = suppressors of acrylamide-induced Pgst-4::GFP reporter in worms, primary screen, SKN-1 inhibitor project, whole organism, uHTS, GFP/RFP fluorescence ratio, strain VP596 | C. elegans VP596 Pgst-4::GFP/RFP ratio, 24 h | inhibition, % at 21.8 µM | 360,000 tested, 0.49% active;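 active = interference check ratio from 0.5 to 1.5 plus GFP to RFP signal ratio inhibition reaching or exceeding a fixed threshold, cut at about 30% in these data, passing the limit was not always enough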; also: some compounds called inactive have numbers as strong as hits
Rin1-Abl PPI inh = inhibitors of Rin1-Abl protein binding, primary screen, biochemical, TR-FRET; 360,000 tested, 0.4% active; Tyrosine-protein kinase ABL1 (Homo sapiens) + Ras and Rab interactor 1 (Homo sapiens), …; inhibition, % at 7.35 µM; in the data active = inhibition above about 5%, passing the limit was not always enough
FAS TE block = FAS thioesterase domain inhibitors, primary screen, biochemical, fluorescence intensity, uHTS. recombinant FAS-TE, OMFH fluorogenic substrate, fluorescence endpoint. inhibition, % at 15 µM. 360,000 tested, 0.67% active;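 active = compounds whose normalised, plate-corrected inhibition of enzyme fluorescence in the single-dose primary screen is 50% or more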;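 also: 0% = DMSO with enzyme and 100% = substrate without enzyme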
Neddylation inh = inhibitors of cullin neddylation, primary screen, biochemical, TR-FRET, uHTS, NAE and Ubc12 | NEDD8-conjugating enzyme Ubc12 (Homo sapiens) + NEDD8-activating enzyme E1 regulatory … | calls only at 25 µM | 360,000 tested, 0.58% active | AID 651699, 2012; in the data active = inhibition above about 36%
Target sequence (P61081 whole entry, looked up): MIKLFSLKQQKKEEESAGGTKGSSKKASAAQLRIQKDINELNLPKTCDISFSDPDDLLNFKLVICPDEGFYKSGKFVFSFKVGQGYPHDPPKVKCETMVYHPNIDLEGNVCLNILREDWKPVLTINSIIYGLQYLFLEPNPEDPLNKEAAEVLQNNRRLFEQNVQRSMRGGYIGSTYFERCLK
Target sequence (Q13564 whole entry, looked up): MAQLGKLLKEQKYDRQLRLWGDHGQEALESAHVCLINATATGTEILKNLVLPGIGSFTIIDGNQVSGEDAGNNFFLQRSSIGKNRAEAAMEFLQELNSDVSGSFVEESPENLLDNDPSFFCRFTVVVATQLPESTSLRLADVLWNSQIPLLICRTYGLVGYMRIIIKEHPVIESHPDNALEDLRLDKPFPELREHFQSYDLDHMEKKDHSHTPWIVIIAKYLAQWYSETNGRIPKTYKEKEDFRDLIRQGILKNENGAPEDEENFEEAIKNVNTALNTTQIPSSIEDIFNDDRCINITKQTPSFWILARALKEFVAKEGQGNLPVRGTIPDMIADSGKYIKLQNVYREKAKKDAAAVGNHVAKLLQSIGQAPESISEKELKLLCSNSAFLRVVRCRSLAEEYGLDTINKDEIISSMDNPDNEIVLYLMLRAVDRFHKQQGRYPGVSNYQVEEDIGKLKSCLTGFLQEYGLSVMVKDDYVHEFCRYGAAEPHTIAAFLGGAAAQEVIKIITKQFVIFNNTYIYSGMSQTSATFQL
MT1-MMP act inh = blockers of MT1-MMP proenzyme processing, primary screen, HT1080 RFP-PRO-GFP cells, GFP/RFP fluorescence; GFP/RFP ratio change, % at 20 µM; GFP/RFP ratio fluorescence, overnight; percent of plate control window, DMSO zero; Matrix metalloproteinase-14 (Homo sapiens), P50281; 360,000 tested, 0.061% active;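 active = GFP/RFP ratio change of at least 30% with cell ATP level not reduced by more than half and red fluorescence within 50% of control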; also: strong numbers were not always called active
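Material: RFP-PRO-GFP reporter HT1080 cells. Dosing: single-point 20 µM compound, 1% DMSO. Controls: DMSO and RFP-L50D-GFP cell wells. Timing: cells overnight before dosing, compound overnight, 37 °C, 5% CO2. Measure: GFP/RFP fluorescence ratio.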
eLon inh = inhibitors of E. coli Lon protease, primary screen, biochemical, fluorescence polarization. P0A9M0. purified E. coli Lon protease. inhibition, % at 7.94 µM. 360,000 tested, 0.42% active. AID 602123, 2011; in the data active = inhibition above about 13%, passing the limit was not always enough;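 also: 0% = enzyme with probe and DMSO and 100% = no enzyme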
MsrA act = bovine MsrA enzyme activators, primary screen, biochemical, absorbance, HTS; purified bovine MsrA, absorbance read-out; activation, % at 10.6 µM; 360,000 tested, 0.3% active; in the data active = activation above about 7.5%;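 also: 0% = vehicle and 100% = reference activator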
NRP1-CendR mod = modulators of CendR peptide binding to NRP-1, primary screen, biochemical, fluorescence polarization, uHTS | Neuropilin-1 (Homo sapiens), O14786 | FAM-RPARPAR peptide binding to NRP-1 | inhibition, % at 25 µM | 360,000 tested, 0.85% active;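 active = inhibition or corrected inhibition above about 18%, plus a signal ratio from 0.5 to 1.5, limit read from the data, passing the limit was not always enough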; also: strong numbers were not always called active
PABP1 MLLE inh = inhibitors of PABP1 MLLE–PAM2 peptide binding, primary screen, biochemical, fluorescence polarization, FITC-PAM2, GST-MLLE; Polyadenylate-binding protein 1 (Homo sapiens), P11940; inhibition, % at 20 µM; 360,000 tested, 0.36% active; in the data active = inhibition above about 35%, passing the limit was not always enough;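 also: plate controls were DMSO wells with GST-MLLE for no effect and wells lacking GST-MLLE protein for full effect; some results filed as inactive read as strong as hits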
* = called active by the depositor; i = inactive; . = no result given; + = active, no number.

SMILES	SKN-1 block	Rin1-Abl PPI inh	FAS TE block	Neddylation inh	MT1-MMP act inh	eLon inh	MsrA act	NRP1-CendR mod	PABP1 MLLE inh
COc1ccc(Br)c(C(=O)OCC(=O)Nc2cc(C)on2)c1	4	-2	-1	i	3	-4	-1	11	-18
Cc1ccc2[nH]c(=O)c(C3=NN(C(=O)CCC(=O)O)C(c4cccs4)C3)c(-c3ccccc3)c2c1 (stereo not drawn)	14	3	-13	+	0	-6	-3	1	9
CCN(CC)S(=O)(=O)c1ccc(C(=O)Nc2cccc(C)c2)cc1	15	0	12	i	0	-6	2	-10	-4
CCC(=O)Nc1ccc(NC(=O)CSc2nc3cc4c(cc3cc2C)CCC4)cc1	17	1	-5	i	-2	-7	-3	-15	-5
CCOC(=O)c1c(C)n(C)c2c1cc(OC(C)=O)c1ccccc12	12	0	-2	i	5	-1	-4	15	5
COc1cc2c(cc1OC)C(c1ccc([N+](=O)[O-])cc1)NCC2 (stereo not drawn)	3	-3	-1	i	0	7	-3	7	3
C=CCn1c(SCC(=O)N2CCOCC2)nc2scc(-c3ccco3)c2c1=O	2	-1	-3	i	-16	-22	-14	-58	-8
CC(C)=CC(=O)OCC(=O)Nc1cc([N+](=O)[O-])ccc1F	-5	-2	16	i	0	5	-10	0	2
S=c1[nH]nc(Cc2cccc3ccccc23)o1	-2	-3	-6	i	5	5	-1	5	-84
CN(C)c1cc[n+](CC(=O)Nc2ccc(Cl)c([N+](=O)[O-])c2)cc1	-3	-2	3	i	2	0	1	3	-3

Next results:
SMILES	SKN-1 block	Rin1-Abl PPI inh	FAS TE block	Neddylation inh	MT1-MMP act inh	eLon inh	MsrA act	NRP1-CendR mod	PABP1 MLLE inh
COc1ccccc1CNC(=O)C1CCCN(S(=O)(=O)c2ccc3c(c2)CC(C)N3C(C)=O)C1 (stereo not drawn)	6	2	0	i	-4	-10	-4	3	6
Cc1ccccc1S(=O)(=O)Cc1ccc(C(=O)NCCCN2CCN(C)CC2)o1	17	-3	-7	i	8	10	0	-4	9
CCOc1ccc2nc(NC(=O)COC)sc2c1	1	4	-7	i	2	-8	3	-1	7
CSc1nnc([C@H](C)NC(=O)OC(C)(C)C)o1	26	0	-5	i	-6	-11	-1	6	-17
C=CCNC1=C(Cl)C(=O)c2ccccc2C1=O	24	-11	-2	i	2	3	1	17	32
COc1ccc(C2C(=O)NN=C2C)cc1 (stereo not drawn)	6	6	-2	i	-6	3	-4	7	11
Cc1ccc(S(=O)(=O)N2CCN(Cc3ccco3)CC2)cc1C	-19	0	2	i	-2	0	-2	7	-3
O=C1C2C3C=CC(CC3)C2C(=O)N1c1nccs1 (stereo not drawn)	7	0	-11	i	6	3	-3	8	13
C[C@@H]1CN([C@H](C)CO)C(=O)CCCn2cc(nn2)CO[C@H]1CN(C)C(=O)Nc1ccc(-c2cccs2)cc1	-6	-5	-4	i	-2	0	-1	-5	4
COc1cccc(-n2nnc3c(=O)n(Cc4cccc(C)c4)cnc32)c1	0	-1	15	i	-2	-10	-2	-12	3

Individual results from the results shown.
MsrA act, CSc1nnc([C@H](C)NC(=O)OC(C)(C)C)o1 stands at -1
FAS TE block, C[C@@H]1CN([C@H](C)CO)C(=O)CCCn2cc(nn2)CO[C@H]1CN(C)C(=O)Nc1ccc(-c2cccs2)cc1 stands at -4

Following part:
SMILES	SKN-1 block	Rin1-Abl PPI inh	FAS TE block	Neddylation inh	MT1-MMP act inh	eLon inh	MsrA act	NRP1-CendR mod	PABP1 MLLE inh
O=c1c2c3c(sc2nc2sc(CN4CCOCC4)cn12)CCCC3	8	-1	-4	i	-4	-3	-9	-7	1
O=C(NC(=S)NNS(=O)(=O)c1ccccc1)c1ccccc1[N+](=O)[O-]	-3	-1	-12	i	-1	23*	3	-12	45*
CC1CC(C)C[N+](=C2C=C(N3CCCC3)CC(C)(C)C2)C1 (stereo not drawn)	-6	1	-4	i	-14	-6	-10	2	-73
S=C1NC2=C(CCC/C2=C\c2ccccc2)C(c2ccccc2)N1 (stereo not drawn)	6	-3	-23	i	7	3	0	-1	16
CCN(C(=O)COC(=O)CSc1cc(C)c2ccccc2n1)c1ccccc1	5	1	17	i	0	-5	-3	-9	8
CC(C)CCNC(=O)c1csc2c1CCCCC2	7	2	2	i	1	0	3	7	8
CCS(=O)(=O)c1ccc(-c2csc(-c3ccc(Cl)cc3)n2)c(Cl)c1Cl	21	-4	71*	i	1	1	-4	10	9
Cc1nn(S(=O)(=O)c2ccc(Cl)cc2)c(C)c1Sc1ccc([N+](=O)[O-])cc1	-13	-2	28	i	1	3	-4	2	14
CC1CCCCN1C(=O)COC(=O)/C=C/c1ccc2ccccc2n1 (stereo not drawn)	-8	-2	-5	i	-4	-2	-3	-3	-15
C[C@H]1CN([C@@H](C)CO)C(=O)c2cc(C#CC3CCCC3)cnc2O[C@H]1CN(C)C(=O)Cc1ccccn1	9	-3	-3	i	3	-4	-2	-4	-6

Carrying on.
SMILES	SKN-1 block	Rin1-Abl PPI inh	FAS TE block	Neddylation inh	MT1-MMP act inh	eLon inh	MsrA act	NRP1-CendR mod	PABP1 MLLE inh
Cc1cc(Br)ccc1NC(=O)CN(C)C(=O)C1CCN(C(=O)c2ccc(F)cc2)CC1	5	1	-6	i	10	0	-2	12	-6
Cc1c(C(=O)C(C)C)n(C)c2ccccc12	4	-1	0	i	-2	-11	-11	9	-3
CON(C)S(=O)(=O)c1cccc(C(=O)Nc2cccc(S(=O)(=O)NC3=NCCCCC3)c2)c1	10	1	0	i	-2	-2	-2	-5	1
CCc1ccccc1NC(=O)CCc1c(C)nn(-c2ccc(N3CCOCC3)nn2)c1C	9	-1	-6	i	-4	5	-2	12	8
O=C(COc1ccccc1C(=O)O)Nc1ccc(SC(F)F)cc1	10	1	-4	i	3	3	1	-10	15
Nc1ccc2c(c1)Cc1cc(Cl)c(Cl)cc1-2	10	1	10	i	-5	-5	-1	-6	-17
O=[N+]([O-])c1ccc2[nH]c(O)c(N=NC3CCS(=O)(=O)C3)c2c1 (stereo not drawn)	-2	-3	-1	i	2	1	-2	3	-9
COC(=O)c1ccc(C(=O)OC)c(NC(=O)CSc2cccc[n+]2[O-])c1	0	3	-8	i	-1	0	1	-8	35
Cc1ccccc1NC(=S)NC(NC(=O)COc1ccccc1)C(Cl)(Cl)Cl (stereo not drawn)	-10	6	4	i	0	-5	-1	-1	22
CC(C)C(c1nnnn1Cc1ccccc1)N1CCC(C(N)=O)CC1 (stereo not drawn)	-3	0	-3	i	-3	-3	-4	8	5

Following part:
SMILES	SKN-1 block	Rin1-Abl PPI inh	FAS TE block	Neddylation inh	MT1-MMP act inh	eLon inh	MsrA act	NRP1-CendR mod	PABP1 MLLE inh
COCCNC(=O)CN(Cc1ccc(F)cc1)C(=O)CCC(=O)Nc1nccs1	8	-2	-1	i	0	-6	0	4	-5
O=C(O)c1ccsc1Cc1cccs1	-3	0	-9	i	-5	-10	-9	-5	9
Cc1cccc(-n2cc(CNCCN3CCOC3=O)c(-c3cccc(F)c3)n2)c1	-6	1	1	i	3	8	-2	3	6
CC1CCCN(C(=O)c2cccc(S(=O)(=O)N3CCCc4ccccc43)c2)C1 (stereo not drawn)	3	6	8	i	0	-9	-4	6	22
O=S(=O)(c1ccccc1)c1nc(NC2CC2)sc1Cl	-1	-3	0	i	-1	-2	-3	-4	-7
Cc1ccccc1Nc1ccc2nonc2c1[N+](=O)[O-]	-21	5	-4	i	2	-12	-5	-3	-11
CCOc1ccc(OCc2ccc(C(=O)N3CCc4ccccc4C3)o2)cc1	3	1	24	i	0	14	-6	2	16
Cc1nnsc1C(=O)NNC(=O)c1ccc(C(F)(F)F)cc1	4	-2	-4	i	6	-3	-3	5	-1
OC(CCc1cccc(Cl)c1)c1cccs1 (stereo not drawn)	-5	1	3	i	0	-4	1	-5	0
CO/N=C/NC(=O)NOCc1c(Cl)cccc1Cl	5	1	-6	i	.	12	-11	-2	1
Cc1cc(=O)n(CC(C)O)c(O)c1C#N (stereo not drawn)	-14	3	-10	i	-2	6	1	-1	4
COc1cc(NC(=O)c2cccc(C)c2)ccc1NC(=O)c1cc2ccccc2o1	7	0	-3	.	-9	2	-2	1	9
O=C1c2ccccc2C(=O)N1CCc1nc2ccccc2c(=O)n1-c1ccccn1	-6	-3	-6	i	0	-1	-3	7	1

In the list so far, seven have an aryl thioether with sulfur outside any ring.
SMILES	SKN-1 block	Rin1-Abl PPI inh	FAS TE block	Neddylation inh	MT1-MMP act inh	eLon inh	MsrA act	NRP1-CendR mod	PABP1 MLLE inh
CCC(=O)Nc1ccc(NC(=O)CSc2nc3cc4c(cc3cc2C)CCC4)cc1	17	1	-5	i	-2	-7	-3	-15	-5
C=CCn1c(SCC(=O)N2CCOCC2)nc2scc(-c3ccco3)c2c1=O	2	-1	-3	i	-16	-22	-14	-58	-8
CSc1nnc([C@H](C)NC(=O)OC(C)(C)C)o1	26	0	-5	i	-6	-11	-1	6	-17
CCN(C(=O)COC(=O)CSc1cc(C)c2ccccc2n1)c1ccccc1	5	1	17	i	0	-5	-3	-9	8
Cc1nn(S(=O)(=O)c2ccc(Cl)cc2)c(C)c1Sc1ccc([N+](=O)[O-])cc1	-13	-2	28	i	1	3	-4	2	14
O=C(COc1ccccc1C(=O)O)Nc1ccc(SC(F)F)cc1	10	1	-4	i	3	3	1	-10	15
COC(=O)c1ccc(C(=O)OC)c(NC(=O)CSc2cccc[n+]2[O-])c1	0	3	-8	i	-1	0	1	-8	35
